High-throughput results as filed in PubChem BioAssay.
IMP-1 inhibitor: inhibitors of Pseudomonas aeruginosa IMP-1 metallo-beta-lactamase; purified IMP-1, nitrocefin hydrolysis, epi-absorbance fluorescence; inhibition, % at 5.6 µM; actives 0.45% (n = 290,000); AID 1556;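 active means inhibition above the mean plus 3 SD of all compounds in the same screening run, cut at about 4.5% in these data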;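 further: 0% = IMP-1 with DMSO and 100% = DMSO wells lacking enzyme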
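Test system: recombinant IMP-1 enzyme, purified / Medium: HEPES buffer pH 7.1 with ZnSO4 and Brij 35 / Doses: single dose, 5.6 µM / Times: 25 °C, 15 min preincubation, 25 min reaction / Detection: Epi-absorbance via hydrolysed-nitrocefin quenching of white-plate fluorescence, 480/530 nm, EDTA stop / Evaluation: percent inhibition from optical density relative to buffer-blank wells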
MEKK2 mut-MEK5: signal of MEK5 binding to mutant human MEKK2 PB1 domain | percent response, % at 10 µM | AID 1530 | actives 0.35% (n = 290,000) | bead flow cytometry, Alexa488-MEK5 binding to MEKK2 mutant; in the data active means percent response above about 24%, passing the limit was not always enough; further: inactives centre near 1; some results filed as inactive read as strong as hits
MEKK2wt PB1 HTS: raises or lowers MEK5 binding to wildtype human MEKK2 PB1 domain | actives 1.1% (n = 290,000) | AID 1531 | Q9Y2U5 | bead flow cytometry, Alexa488-MEK5 binding to MEKK2 WT; actives lie on both sides | binding response (% of control), % at 10 µM; in the data active means binding response below about 67% or above about 130%
NALP1 yeast inh: NALP1 inhibition; S. cerevisiae NALP1/ASC/caspase-1 growth, X-gal OD620, 72 h; inhibition, % at 10 µM; actives 0.61% (n = 280,000); AID 2071; in the data active means inhibition mostly above about 24%, no sharp cut-off; inactive means mostly below about 32%; further: some compounds called inactive have numbers as strong as hits
HCV NS3 hel inh: HCV NS3 helicase inhibition; NS3 helicase DNA unwinding, Cy5 molecular beacon fluorescence; inhibition, % at 10.9 µM; actives 0.56% (n = 290,000); AID 1800;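 active means inhibition above the mean of all tested compounds plus 3 SD, set per campaign, cut at about 35% in these data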;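 further: 0% = DMSO wells and 100% = thioflavine S control wells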
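System: NS3 helicase fragment of HCV / Schedule: 1 h at 25 °C / Control set: DMSO alone as 0% and 110 µM thioflavine S as 100% / Reagent: Cy5/quencher beacon DNA duplex and ATP to start / Technique: Cy5 fluorescence / Replication: singlicate / Evaluation: % inhibition of end-to-start signal ratio versus controls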
SUMO HTRF inh: SUMOylation inhibition. actives 0.36% (n = 290,000). AID 2006. inhibition, % at 35 µM. HTRF SUMOylation assay, SAE1/SAE2 + UBC9, in vitro; in the data active means inhibition above about 50%, passing the limit was not always enough; further: strong numbers were not always called active
Target sequence (P63279 whole entry, looked up): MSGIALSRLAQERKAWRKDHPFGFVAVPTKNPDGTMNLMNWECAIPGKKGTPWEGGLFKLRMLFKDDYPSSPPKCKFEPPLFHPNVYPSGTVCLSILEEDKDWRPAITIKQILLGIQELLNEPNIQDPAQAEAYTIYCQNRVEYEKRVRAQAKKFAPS
VIM-2 inh: inhibitors of Pseudomonas aeruginosa VIM-2 metallo-beta-lactamase | purified VIM-2, nitrocefin hydrolysis, epi-absorbance fluorescence | inhibition, % at 5.6 µM | actives 0.89% (n = 290,000);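 active means inhibition above the mean of all tested compounds plus 3 SD, cutoff set per screening run, cut at about 7.5% in these data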;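 further: red hydrolysis product quenches plate fluorescence so inhibitors raise well fluorescence; 0% = enzyme with DMSO and 100% = DMSO without enzyme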
DNA FID counter: fluorescent intercalator displacement, NS3 helicase counter-screen; DNA fluorescent intercalator displacement, fluorescence; inhibition, % at 7.9 µM; actives 0.17% (n = 290,000); in the data active means inhibition above about 37%;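 further: 0% = vehicle and 100% = reference compound; higher means more ethidium bromide displaced from hairpin DNA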
PfM18AAP inh: blocks P. falciparum M18 aspartyl aminopeptidase | inhibition, % at 7.35 µM | actives 1.2% (n = 290,000) | recombinant PfM18AAP, H-Glu-NHMec fluorogenic cleavage;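 active means inhibition above the campaign mean inhibition over all tested compounds plus 3 SD, cut at about 28% in these data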;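 further: 0% = plate median of test compound wells and 100% = 2 mM ZnCl2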
* hit, by the source's call; . = not tested or not shown; [ ] = remark or other dose.

No.	SMILES	PfM18AAP inh	MEKK2 mut-MEK5	HCV NS3 hel inh	DNA FID counter	MEKK2wt PB1 HTS	IMP-1 inhibitor	NALP1 yeast inh	VIM-2 inh	SUMO HTRF inh
1	COc1ccc(CNC(C)C2COc3ccccc3O2)c(OC)c1 (stereo not drawn)	2	5	-8	15	107	-2.1	23	-3.9	16
2	O=C(NC(=S)Nc1cccc2cc(O)ccc12)c1ccco1	7	11	11	-2	109	-1.9	-4	-1.8	9
3	COc1ccc(-c2csc(NC(=O)CSc3nc(C)cs3)n2)cc1	-16	1	4	1	99	-1.7	.	2.5	.
4	Clc1ccc(COc2ccccn2)c(Cl)c1	5	5	6	-5	102	2.2	.	-1.3	13
5	CCN(CCCNC(=O)CCCOc1cc(=O)n(C)c2ccccc12)Cc1ccccc1	5	-4	5	4	105	-1.9	13	2.7	15
6	CN1CCN(C(=O)c2ccc(CSc3ccc(Cl)cc3)cc2)CC1	-4	9	-30	6	101	0.7	41	-0.3	-6
7	O=C(c1ccc2nc(Cc3cccc(Cl)c3)oc2c1)N1CCC(CO)CC1	0	3	-8	-40	96	-2.5	-5	-1.1	5
8	O=C(COc1ncnc2ccc(Br)cc12)N1CCOCC1	-1	1	0	3	101	-1.2	-3	0.3	6
9	CN(C)CC1CCCCC1OC(=O)c1ccc(S(=O)(=O)N(C)c2ccccc2)cc1 (stereo not drawn)	-4	12	-32	26	115	-1.9	5	-3.3	8
10	Cc1ccc(-n2c(N)c(C#N)c(-c3ccccc3)c(C#N)c2=O)cc1	8	1	1	-2	101	-0.5	-5	1.1	-5
11	CC(C)OCCCNC(=O)C(C)Oc1ccccc1 (stereo not drawn)	-3	12	5	-2	108	1.8	-8	-2.8	6
12	COc1ccccc1NC(=O)CSc1nc2ccccc2n1C(C)=O	-8	8	-5	-8	106	-3.0	11	-2.3	21
13	Cc1cc(O)c(C(C)C)cc1NC(=O)c1cccc(Cl)c1	2	-1	0	-5	93	-5.3	-6	-1.6	-28
14	CC(=O)N1CSCC1C(=O)N1CCN(c2ccc(N3CCOCC3)nn2)CC1 (stereo not drawn)	-2	10	3	0	105	-1.8	-7	0.4	25
15	CC(C)CCNC(=O)NC(=O)COC(=O)/C=C/c1cc(Br)ccc1F	6	-3	10	2	98	-0.5	-17	-2.2	-9
16	CCCCC(CC)C(=O)Nc1cccc(SC)c1 (stereo not drawn)	-9	-4	-4	-4	95	-0.8	-17	0.1	-9
17	CCOC(=O)C1(C)NC(c2ccco2)C2C(=O)N(c3ccc(C)cc3)C(=O)C21 (stereo not drawn)	4	10	-3	-8	107	-1.9	5	-2.2	0
18	CC(Nc1cc(N2CCN(S(=O)(=O)N(C)C)CC2)ccc1[N+](=O)[O-])c1ccccc1 (stereo not drawn)	-2	-1	1	-3	96	-1.9	21	-2.6	9
19	CSCCC(NC(N)=O)C(=O)NCc1ccccc1Cl (stereo not drawn)	2	3	-2	-5	107	-2.8	-1	-1.6	4
20	O=C(NCCSc1c[nH]c2ccccc12)c1ccco1	11	0	1	2	102	1.7	15	-0.8	-8
21	O=C(O)c1ccc2nc(CO)[nH]c2c1	9	-16	3	0	2.0*[inhibitor]	-4.9	-9	-2.6	5
22	CCN1CCCC1CNC(=O)Cn1cc2c(n1)CCC(C)C2 (stereo not drawn)	-1	2	1	3	104	-4.2	29	-1.2	-8
23	C=CCN1C(=O)/C(=C\c2ccc(OC(=O)c3ccco3)c(OC)c2)SC1=S	11	3	7	-5	100	-1.7	30*	-1.6	0
24	O=c1c2ccccc2cnn1Cc1nnc(-c2cccs2)o1	1	0	6	-8	99	-4.8	12	-1.6	2
25	CC1=CC(C)(C)[N+](C)(C)c2ccc(C)cc21	-13	-7	-3	7	95	-0.7	-1	2.1	0
26	COC(=O)Cc1cc(=O)n2[nH]c(C(F)(F)F)nc2n1	-3	7	1	2	101	-3.1	5	-2.3	13
27	Cc1ccc(-c2nnc(CCC(=O)NCc3csc(C)n3)o2)s1	0	-2	-8	-3	98	-2.1	-4	-3.0	-4
28	CC(=O)c1cccc(NC(=O)/C(=C\c2cccnc2)NC(=O)c2ccco2)c1	-8	0	7	0	98	-2.4	9	-0.9	12
29	O=C(c1cc2n(n1)C(C(F)(F)F)CC(c1ccco1)N2)N1CCc2ccccc2C1 (stereo not drawn)	9	7	-4	-36	94	-2.7	-3	-1.2	-5
30	CCOc1cc(-c2nc(C)c(C(C)=O)n2O)ccc1OCC(=O)Nc1ccc(F)cc1	-12	-12	-9	-12	95	-1.4	-16	-1.9	-5
31	N/C(=N\OC(=O)c1ccco1)c1cccc(Br)c1	-3	7	3	0	102	-2.6	5	-4.2	-2
32	COc1cc(/C=N/Nc2ccc(Cl)cc2)ccc1OC(=O)c1cccs1	25	-2	-2	-6	89	-1.7	.	2.3	22
33	Cn1c(=O)n(CCOc2ccccc2Cl)c2ccccc21	-14	3	2	-24	101	-2.7	9	-4.1	4
34	Cc1ccc2c(c1)nnn2C1CCN(S(=O)(=O)c2cccc(S(=O)(=O)N(C)C)c2)CC1	-4	-3	-3	-22	94	-1.2	16	-3.4	16
35	COc1ccc(CNC(=O)Cn2ncn3c(cc4ccccc43)c2=O)cc1	-7	-1	-9	0	101	-2.0	.	-0.2	37
36	CCCCCCC(=O)N(O)C1CC(=O)N(c2ccc(Cl)cc2)C1=O (stereo not drawn)	-9	-4	4	-18	97	-1.7	-6	1.0	10
37	CCC(=O)OCC(=O)Nc1cc(S(=O)(=O)N(C)C)ccc1Cl	5	1	14	4	108	-2.9	-11	-5.6	-18
38	CCOC(=O)Nc1sc(C(=O)N(CC)CC)c(C)c1C(=O)OCC	-3	-3	8	-32	96	-0.2	-5	-0.8	3
39	CCNC(=S)N1CCCC(C(N)=O)C1 (stereo not drawn)	-12	-10	6	-4	82	-0.6	15	1.0	3
40	Cc1ccc(-c2cc(C(=O)Nc3ccccc3C)c3ccccc3n2)o1	-6	-2	1	-7	95	-3.0	8	-0.4	6

Compounds listed so far that have bromine, in the order listed:
No.	SMILES	PfM18AAP inh	MEKK2 mut-MEK5	HCV NS3 hel inh	DNA FID counter	MEKK2wt PB1 HTS	IMP-1 inhibitor	NALP1 yeast inh	VIM-2 inh	SUMO HTRF inh
8	O=C(COc1ncnc2ccc(Br)cc12)N1CCOCC1	-1	1	0	3	101	-1.2	-3	0.3	6
15	CC(C)CCNC(=O)NC(=O)COC(=O)/C=C/c1cc(Br)ccc1F	6	-3	10	2	98	-0.5	-17	-2.2	-9
31	N/C(=N\OC(=O)c1ccco1)c1cccc(Br)c1	-3	7	3	0	102	-2.6	5	-4.2	-2

Continued.
No.	SMILES	PfM18AAP inh	MEKK2 mut-MEK5	HCV NS3 hel inh	DNA FID counter	MEKK2wt PB1 HTS	IMP-1 inhibitor	NALP1 yeast inh	VIM-2 inh	SUMO HTRF inh
41	COc1ccc(OCCOC(=O)c2nc3nccc(C)n3n2)cc1	3	-6	-3	-1	99	-3.8	41	-0.6	0
42	CCCN1CCC(NC(=O)CC2C(=O)NCCN2Cc2ccccc2C)CC1 (stereo not drawn)	7	-1	1	-7	97	-3.0	1	-3.0	-1
43	COc1ccc(C2Nc3ccccc3C(=O)N2c2ccc(C)cc2)cc1Cn1nc(C)c([N+](=O)[O-])c1C (stereo not drawn)	1	-7	-16	-13	85	-1.9	2	-1.1	12
44	Cc1ccc(OCC(=O)Nc2oc(-c3ccccc3)c(-c3ccccc3)c2C#N)cc1	-3	-2	-1	-3	96	-1.4	.	-1.0	.
45	O=C(Cc1ccccc1)N1CCN(c2ncccn2)CC1	-13	.	9	-5	.	-2.8	5	-4.6	-3
46	CCOC(=O)/C(=N/Nc1ccc(OC)cc1)Sc1nnc(CCc2ccccc2)n1-c1ccccc1	7	-6	-17	-33	93	-2.0	19	-0.1	0
47	CO/N=C(/CNC(=O)c1ccccc1Cl)c1ccc(Cl)cc1	-2	.	-4	-5	.	-2.0	-4	-1.7	-6
48	CCCCc1cc(=O)oc2cc(OCC(=O)NCCN3CCOCC3)ccc12	-5	-1	-8	0	99	-0.8	20	-0.7	6
49	CNS(=O)(=O)c1ccc(NC(=O)C2CC(=O)N(c3ccc(Cl)cc3)C2)cc1 (stereo not drawn)	-5	-3	-3	-2	99	-1.3	-1	-0.2	4
50	COC(=O)c1ccc2c(=O)[nH]c(CCl)nc2c1	-9	-3	-1	-1	94	-4.1	-4	-0.1	13
51	O=C(CN1CCOCC1)Nc1ccc(Cl)c(Cl)c1	-7	1	-16	2	105	-1.2	0	-0.9	10
52	COc1ccc(-c2ccc3c(N)c(C(=O)NC(C)C)sc3n2)cc1OC	13	13	2	-19	107	-2.8	23	-2.6	9
53	COc1ccc(S(=O)(=O)NCc2ccc(C(=O)NCc3cccnc3)cc2)cc1	3	4	5	-9	100	-4.4	6	-2.3	11
54	Cc1ccc(S(=O)(=O)N2CCOCC2)cc1NC(=O)COC(=O)c1ccc2c(c1)OCCO2	3	-5	-11	-20	95	-3.2	7	-3.2	17
55	CC(C)C(=O)Nc1cccc(-c2nc3ccccc3c(=O)o2)c1	-9	7	-4	-11	100	-0.7	4	-0.2	21
56	CCCCN(Cc1ccccc1)C(=O)C1CCN(Cc2sccc2C)CC1	11	1	-12	4	102	-2.5	50	-3.1	-2
57	COc1ccccc1CC(NC(C)=O)C(=O)N1CCN(C(=O)c2cccs2)CC1 (stereo not drawn)	-1	0	7	-13	105	-5.9	-5	-1.8	7
58	COc1ccccc1N(CC(=O)NCC(C)C)S(=O)(=O)c1cccs1	-6	-2	1	-19	100	-1.7	32	-3.2	-11
59	S=c1[nH]nc(COc2ccc(Cl)cc2Cl)n1-c1ccccc1	4	4	-1	-30	104	-8.0	-11	-3.6	-4
60	O=C(N/N=C/c1ccc(Br)o1)c1ccc2c(c1)OCCO2	2	-1	-4	-7	94	-2.7	26	-1.4	9
61	CCNC(=S)NNC(=O)c1csc(CC)c1	31*	-4	4	-5	103	-3.5	-8	-6.8	1
62	CC(=O)NC1(c2ccccc2)CCN(c2cc(C)nc(-c3ccccc3)n2)CC1	0	-14	-14	6	96	1.1	40*	2.4	0
63	CN=C(Nc1ccc2c(c1)OCO2)SC1CC(=O)N(c2ccccc2)C1=O (stereo not drawn)	-9	-4	-2	-9	98	-2.7	10	-3.1	-3
64	CN(C)CCCN(C(=O)c1sc2ccccc2c1Cl)c1nc2ccc(F)cc2s1	1	5	6	3	143*	-2.0	51	0.1	2
65	Cn1c(=O)c2c(nc3n2CCS3)n(C)c1=O	-4	-14	8	2	89	-1.7	-35	-0.6	-9
66	CC(C)c1ccc(C2C3CSCC=C3C(C#N)=C(N)C2(C#N)C#N)cc1 (stereo not drawn)	8	-21	8	-21	1.0*[inhibitor]	0.1	0	-0.7	9
67	COc1ccc(C(=O)/C=C/N(C)C)cc1OC	3	1	8	-15	102	0.4	-15	-0.9	25
68	OCC1(Cc2ccc(F)cc2F)CCCN(Cc2ccc(Cl)cc2)C1 (stereo not drawn)	1	16	-3	8	119	-2.4	14	-1.5	-11
69	CCOC(=O)C1=C(C)NC(=O)NC1c1ccc(OC)c(Cl)c1 (stereo not drawn)	-10	7	2	-3	102	-0.6	-9	-1.9	-3
